High-throughput results from PubChem.
TAAR1 ag: human TAAR1 agonism. Q96RJ0. CHO RD-HGA16 TAAR1, Fluo-8 calcium fluorescence; vehicle wells 0%, saturating PEA agonist 100%. activation, % at 3 µM. 360,000 tested, 0.99% active. AID 624467;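 active = activation above the mean activation of all test compounds in the run plus 3 SD, cut at about 38% in these data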
Target sequence (Q96RJ0 whole entry, looked up): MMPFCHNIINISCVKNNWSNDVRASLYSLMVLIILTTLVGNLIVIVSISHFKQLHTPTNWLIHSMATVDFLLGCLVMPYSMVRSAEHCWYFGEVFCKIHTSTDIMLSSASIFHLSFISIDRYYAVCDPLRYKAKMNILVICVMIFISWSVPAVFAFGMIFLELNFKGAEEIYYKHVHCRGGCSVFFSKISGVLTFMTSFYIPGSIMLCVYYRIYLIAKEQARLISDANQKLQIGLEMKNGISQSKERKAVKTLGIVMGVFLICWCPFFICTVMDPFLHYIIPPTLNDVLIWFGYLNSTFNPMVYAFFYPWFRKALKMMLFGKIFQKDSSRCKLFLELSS
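System: CHO-derived RD-HGA16 cells with stable Gα16 and human TAAR1 / Times: 17-24 h plating, Fluo-8 75 min 37 °C, 30 min RT / Technique: calcium-sensitive Fluo-8 signal, excitation 470-495, emission 515-575 nm / Measure: % activation relative to PEA EC100 response / Benchmarks: DMSO and PEA EC100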
M4 PAM: potentiates acetylcholine response at human M4 receptor; AID 624126; CHO-K1 hM4/Gqi5, Fluo-8 calcium fluorescence, ACh EC20; 0% = ACh EC20, 100% = maximal ACh; 360,000 tested, 0.4% active; activation, % at 3 µM;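 active = activation above its plate's cutoff, the mean activation of sample wells plus 3 SD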; note: some results filed as inactive read as strong as hits
Target sequence (P08173 whole entry, looked up): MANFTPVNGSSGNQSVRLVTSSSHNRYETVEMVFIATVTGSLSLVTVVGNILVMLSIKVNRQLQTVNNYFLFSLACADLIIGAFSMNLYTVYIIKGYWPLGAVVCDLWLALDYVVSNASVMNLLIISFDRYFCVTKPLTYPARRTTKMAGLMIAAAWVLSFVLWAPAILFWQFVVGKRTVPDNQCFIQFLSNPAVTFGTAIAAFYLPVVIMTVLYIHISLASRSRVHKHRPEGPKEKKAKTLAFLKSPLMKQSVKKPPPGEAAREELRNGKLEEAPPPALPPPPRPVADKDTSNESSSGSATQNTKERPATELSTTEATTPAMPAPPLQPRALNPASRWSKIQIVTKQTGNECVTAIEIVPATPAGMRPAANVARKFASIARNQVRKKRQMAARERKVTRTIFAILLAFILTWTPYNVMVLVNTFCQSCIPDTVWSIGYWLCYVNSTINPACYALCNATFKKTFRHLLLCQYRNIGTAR
CHO-K1 Ca PAM: nonselective activator or artifact in parental CHO-K1 calcium assay. ATP EC20, Fluo-8 calcium fluorescence; 0% at ATP EC20, 100% at ATP max. activation, % at 3 µM. 360,000 tested, 0.02% active. AID 602247;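 active = activation above the run cutoff, the mean activation of all test compounds plus 3 SD, cut at about 40% in these data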;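 note: peak over basal fluorescence ratio in a 140 s read after ATP addition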
CRFBP-R2 block: antagonists of CRF-binding protein/CRF-R2 receptor complex. AID 588475. inhibition, % at 11.8 µM. 350,000 tested, 0.59% active. HEK293 CRF-R2/CRF-BP, CRF-induced calcium fluorescence;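 active = inhibition of the ligand-induced calcium signal above about 50% at the single tested concentration, limit read from the data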
CHRM5 agonist: agonists of human muscarinic M5 receptor (CHRM5); AID 624037; activation, % at 3 µM; CHO-K1 hM5 cells, Fluo-8 calcium fluorescence; 0% DMSO wells, 100% maximal acetylcholine response; 360,000 tested, 0.19% active;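 active = activation above the run's mean over test compounds plus 3 SD, cut at about 23% in these data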;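 note: signal is peak over basal fluorescence ratio across the kinetic read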
TAAR1 antag: antagonists of human TAAR1; CHO RD-HGA16 TAAR1, Fluo-8 calcium fluorescence, antagonist; inhibition, % at 3 µM; 360,000 tested, 1.5% active;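 active = inhibition above a per-plate cutoff, the mean inhibition of test compounds on that plate plus 3 SD, cut at about 49% in these data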;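 note: 0% = DMSO plus EC80 beta-PEA response and 100% = DMSO alone without agonist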
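System: CHO RD-HGA16 cells bearing hTAAR1. Reagent: EC80 β-phenethylamine stimulus. Schedule: seeding 17-24 h prior, 75-min 37 °C, 30-min RT dye loading. Signal: Fluo-8 intracellular calcium dye fluorescence, real-time kinetic reads. Read-out: % inhibition from peak post-agonist over basal fluorescence ratio. Benchmarks: vehicle wells and EC80 agonist wells. Replicates: n of 1.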
CHRM5 antagonist: blocks acetylcholine activation of human M5 receptor; CHO-hM5 cells, Fluo-8 calcium fluorescence, ACh EC80; inhibition, % at 3 µM; 360,000 tested, 0.59% active;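 active = inhibition above a per-plate cutoff, the mean of that plate's test compounds plus 3 SD, cut at about 27% in these data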;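 note: 0% = acetylcholine EC80 with DMSO and 100% = DMSO without agonist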
CHRM5 PAM: potentiates acetylcholine response at human M5 receptor | P08912 | CHO-K1 hM5, Fluo-8 calcium, ACh EC20 PAM; 0% = ACh EC20, 100% = ACh EC100 | activation, % at 3 µM | 360,000 tested, 0.3% active | AID 624038;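 active = activation above the run cutoff, the mean activation of all test compounds plus 3 SD, cut at about 18% in these data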
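System – CHO-K1 hM5 cells · Compound – 3 µM, single dose · Incubation – compound preincubation 140 s before EC20 acetylcholine addition · Technique – Fluo-8 calcium fluorescence · Measure – Max/basal fluorescence ratio as % of EC20–EC100 ACh window · Benchmarks – low control EC20 acetylcholine (0%), high control EC100 acetylcholine (100%) · Replication – singlicate, one well per test compound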
CRFBP-R2 agonist: CRF-BP/CRF-R2 complex agonism; HEK293 CRF-R2/CRF-BP, calcium dye fluorescence (FLIPR); percent of saturating CRF peptide response; activation, % at 13.2 µM; 350,000 tested, 0.46% active; AID 588473;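 active = activation of at least 50%, plus an integration ratio under a set limit after plate pattern correction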;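 note: plate controls were neutral control wells without compound for no effect and CRF at EC100 for full effect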
* hit, by the source's call; · = no result given.

Values in the order – TAAR1 ag	M4 PAM	CHO-K1 Ca PAM	CRFBP-R2 block	CHRM5 agonist	TAAR1 antag	CHRM5 antagonist	CHRM5 PAM	CRFBP-R2 agonist
O=C(/C=C/c1ccc(O)c(O)c1)NC(=O)c1ccccc1O
    -1	6	7	-7	4	-20	-1	-1	0.5
COc1cc2cncc(Cc3ccccc3)c2cc1O
    2	4	-7	-3	0	1	6	1	-0.7
COc1ccc2c(c1OC)C(=O)N(c1cccc(/C=C/C(=O)O)c1)C2
    6	4	2	20	-2	3	5	-4	-2.6
O=C(CSc1nc2ccccc2[nH]1)N1CCN(c2ccc(F)cc2)CC1
    9	1	18	4	-3	20	4	-11	-1.6
CCOc1ccccc1NS(=O)(=O)c1c(C)noc1C
    1	-1	20	-2	-8	-5	-3	3	0.5
Cc1ccc(S(=O)(=O)NCC(=O)OCC(=O)N2CC(C)OC(C)C2)cc1 (centres undefined)
    4	2	6	2	1	-9	-1	8	-0.9
COc1ccccc1C(=O)N1CCN(Cc2cccnc2)CC1
    4	3	9	-8	-2	-5	11	-1	-0.5
Brc1ccc(Oc2ncc(CN3CCN(c4ccccc4)CC3)s2)cc1
    5	4	1	5	2	12	-2	4	-0.3
COc1ccc(NC(=O)CN(c2ccc([N+](=O)[O-])cc2)S(=O)(=O)c2ccccc2)cc1
    -3	-19	10	0	-2	-5	0	-11	-2.2
COc1ccc(C(=O)C(C)N(C(=O)c2ccc(Cl)cc2Cl)N2C(=O)C3C4C=CC(C4)C3C2=O)cc1 (centres undefined)
    15	-7	7	7	-1	-16	-3	-5	9.6
COc1ccc(C2C(C#N)=C3NC(=O)c4c(sc5c4CCCCC5)N3C3=C2C(=O)CC(C)(C)C3)cc1 (centres undefined)
    11	-1	-1	25	-1	-11	0	0	1.7
CC(/C=N/NC(=O)c1nnn(-c2nonc2N)c1C(C)C)=C\c1ccccc1
    8	1	1	-29	6	15	-3	0	0.7
COc1ccc(C2C(=O)N(C3CCCCCC3)CC(=O)N2Cc2ccccc2)cc1OC (centres undefined)
    12	-4	13	-58	6	12	5	-6	7.3
CC(=O)Nc1c(C(=O)N2CCCCCC2)cnn1-c1ccccc1
    11	15	22	19	1	-16	7	4	-4.4
Cc1ccc(CNC(=O)c2ccccc2NC(=O)CSc2nnnn2C)cc1
    3	2	17	31	1	15	-2	0	-2.4
Cc1ccc(C)c(OCC(=O)N/N=C\c2cccn2C)c1
    9	5	-8	11	2	4	-10	8	0.8
Nc1c(C(=O)OCC(=O)Nc2ccccc2Br)[nH]c(=O)[nH]c1=O
    4	-3	8	14	2	-1	2	-8	3.3
CNc1nc(SC)nc2ccccc12
    -1	13	18	-5	-1	-22	9	1	1.8
COc1ccc(N=C2c3ccccc3-c3ccc([N+](=O)[O-])cc32)cc1
    0	3	-19	6	-2	-6	7	3	-0.9
O=C(c1ccc(CS(=O)Cc2ccc(Cl)cc2)o1)N1CCN(c2ccccc2)CC1 (centres undefined)
    2	-6	2	-5	0	8	-5	2	-0.9
CCc1ccc(CNCCNC(=O)c2ccco2)cc1
    5	4	3	15	-3	-27	4	6	0.1
O=C(Cc1ccccc1)Nc1ccc(NC(=O)C2CC2)nc1
    6	4	6	4	-7	10	2	-7	0.0
COc1ccc(CC(=O)NC(=S)Nc2cccc(C)c2)cc1
    82*	-20	16	-25	30*	49*	6	5	58*
Cc1ccc2c(c1)C1CN(C)CCC1N2C(=O)c1ccccc1NS(=O)(=O)c1ccc(F)cc1 (centres undefined)
    8	-2	2	10	-4	-3	15	-5	-1.7
COc1cccc(C(=O)Nc2ccc3ccccc3c2)c1
    -1	-8	19	2	0	5	-3	3	-0.1
Cc1ccc(C)c(NC(=S)N/N=C2\CCc3ccccc32)c1
    3	-15	10	-2	-3	-15	0	-2	-1.2
Nc1no[n+]([O-])c1-c1ccccc1
    5	3	12	3	1	6	-5	10	0.1
Nc1cc(Cl)ccc1Oc1ccccc1
    5	-1	13	6	1	6	-3	1	0.3
Cc1ccc2cc(CN(Cc3ccc(F)cc3)Cc3nnnn3C3CCCC3)c(=O)[nH]c2c1
    7	-8	-8	-43	1	15	6	-5	-1.7
O=C(COC(=O)c1cc2ccccc2oc1=O)Nc1ccc(F)cc1F
    0	1	4	7	-2	-4	4	0	-0.9
O=C(O)CCCc1c(-[n+]2ccccc2)[nH]c2ccccc12
    4	-5	7	-6	0	12	6	-2	0.7
O=C(C1=C(O)C(=O)N(Cc2ccccc2)C1c1ccco1)c1ccco1 (centres undefined)
    7	7	18	2	0	13	-2	5	1.4
CCOC(=O)C1=C(C)N(CCCC(=O)O)C(=O)NC1c1ccc(Cl)cc1 (centres undefined)
    16	-2	3	15	-3	-4	10	4	0.6
Cc1cccc(-c2c3c(=O)n(C)c(=O)n(C)c3cn2-c2ccc(O)cc2)c1
    9	-2	9	17	0	6	0	-3	-9.1
CCC1(c2ccccc2)NC(=O)N(CC(=O)NCc2ccc(OC)cc2)C1=O (centres undefined)
    -3	4	17	38	-1	-15	-6	9	-1.8
CCOC(=O)C1CCN(c2c(NCCN3CCN(c4ccccc4)CC3)c(=O)c2=O)CC1
    0	9	23	17	-1	2	-4	3	-0.8
NC(=O)COC(=O)CC(c1ccccc1)c1ccccc1
    2	8	13	6	0	-17	0	11	-3.2
COCC(COS(N)(=O)=O)Cc1ccccc1 (centres undefined)
    1	0	7	5	3	-4	3	5	-1.4
COc1ccc(C(=O)C2CCCN(Cc3c(O)cccc3OC)C2)cc1OC (centres undefined)
    0	-7	-19	-2	-2	-6	6	1	-0.2
O=C(NCCO)c1nc(C(=O)c2ccc(Cl)cc2)c2ccccc2n1
    2	8	-14	71*	-5	-9	6	1	-4.0
CCCc1ccc(OCc2ccc(C(=O)N3CCCC3)o2)cc1
    -2	-9	16	-7	-1	-43	15	-5	0.7
COc1cccc(NC(=O)CSc2nccn(-c3ccc4c(c3)OCCO4)c2=O)c1
    4	7	22	0	4	0	8	-9	0.3
O=C(Nc1ccon1)c1csc2c1CCCC2
    13	2	14	-35	-4	-9	13	-4	-9.4
CCCN1C2CCCC1CC(NC(=O)Nc1ccc(C(C)C)cc1)C2 (centres undefined)
    1	24	26	3	-8	-5	-9	7	-1.1
Cc1cc2nc(-c3ccc(Cl)cc3)c(Cc3ccsc3)n2c(C)c1Br
    1	7	-2	·	1	-2	1	-2	·
Cc1ccc(CN2C(=O)CSc3ccc(C(=O)NCCN4CCOCC4)cc32)cc1
    ·	-6	-1	7	-4	·	-12	-4	-0.4
Cc1ccc(C=NNc2ccc([N+](=O)[O-])cn2)cc1
    -1	2	9	-23	-4	24	17	-16	-3.1
COc1ccccc1N1CCN(C2CCCN(C(=O)c3cc(C4CC4)on3)C2)CC1 (centres undefined)
    0	12	14	51*	-6	-17	8	-5	-2.5
C=CCOc1ccc(Br)cc1/C=C1/SC(=Nc2ccc(C(=O)O)cc2)NC1=O
    6	0	-8	-5	-2	-20	10	-1	-1.9
Cc1cc(C)c(NC(=O)CNC(=O)COC(=O)Cc2ccccc2C)c(C)c1
    5	9	9	-6	-4	0	-1	2	-2.8

Another view of part of the listing above.
| smiles | TAAR1 ag | M4 PAM | CHO-K1 Ca PAM | CRFBP-R2 block | CHRM5 agonist | TAAR1 antag | CHRM5 antagonist | CHRM5 PAM | CRFBP-R2 agonist |
| --- | --- | --- | --- | --- | --- | --- | --- | --- | --- |
| COc1cc2cncc(Cc3ccccc3)c2cc1O | 2 | 4 | -7 | -3 | 0 | 1 | 6 | 1 | -0.7 |
| COc1cccc(C(=O)Nc2ccc3ccccc3c2)c1 | -1 | -8 | 19 | 2 | 0 | 5 | -3 | 3 | -0.1 |

Next part:
Values in the order – TAAR1 ag	M4 PAM	CHO-K1 Ca PAM	CRFBP-R2 block	CHRM5 agonist	TAAR1 antag	CHRM5 antagonist	CHRM5 PAM	CRFBP-R2 agonist
C=C(Cl)COC(=O)C1C2C=CC(C2)C1C(=O)O (centres undefined)
    11	4	25	-8	1	-8	-5	4	0.8
O=C(c1ccccc1)N1CCN(CCc2ccccn2)CC1
    0	-3	0	15	-6	-9	-3	5	3.4
CCN(Cc1ccccc1)c1ccc(/C=N/NS(=O)(=O)c2ccc(C)c([N+](=O)[O-])c2)cc1
    -2	3	-13	-5	-5	-17	-4	4	-5.5
Cc1cc2nc(-c3ccc(Cl)cc3)c(CC(C)(C)C)n2c(C)c1Br
    2	0	3	·	1	-33	-4	-9	·
Cc1ccc2nc(CCCc3nc4ccc(C)cc4[nH]3)[nH]c2c1
    -3	-3	13	-9	-8	-2	8	-1	-1.6
Oc1[nH]c(=S)sc1/C=C1\C(c2ccccc2)=Nc2ccccc21
    2	-1	20	-29	2	4	1	-4	21
COc1ccc(NC(=O)c2cccc(S(=O)(=O)N3CCOCC3)c2)cn1
    4	6	19	-5	0	-9	2	3	3.5
O=C(CNS(=O)(=O)c1cccs1)Nc1ccc2c(c1)OCCO2
    1	-2	17	-10	2	-12	-5	1	-0.9
CCN(CC)c1ccc(CNc2nc3ccccc3n2C)cc1
    3	6	-3	-9	-8	-21	11	-3	3.3
COc1ccccc1NC(=O)C1CCCN1C(=O)Nc1ccc(F)cc1 (centres undefined)
    7	-7	3	-11	-3	4	16	-1	0.8
Cc1cc(-c2nnc3n2N=C(c2ccccc2)CS3)n[nH]1
    1	0	11	9	2	-20	5	5	-1.5
CCOCCCn1c(SCC(=O)/C(C#N)=C(\C)N)nc2ccccc2c1=O
    1	-5	25	-7	2	4	-3	-1	-0.1
CC(C)N1CCN(Cc2ccc(-c3ccccc3Cl)o2)CC1CCO (centres undefined)
    1	-7	-2	-12	-6	3	-3	-4	0.7
O=C(c1ccc(Cl)cc1)N1CCCCC(Cl)C1=O (centres undefined)
    1	-4	9	-5	-2	-12	16	-3	-0.2
CC(=O)c1cccc(N(CC(=O)Nc2ccccc2C(=O)N2CCCC2)S(C)(=O)=O)c1
    0	-1	5	7	-4	-8	15	-3	-0.1
c1ccc(-c2nn3c(-c4ccco4)nnc3s2)nc1
    10	-1	10	-10	0	-11	-5	3	-1.7
Cc1cc(C)c2cc(C#N)c(NCCCN)nc2c1
    -3	3	4	·	-1	0	-8	6	·
CC(C)(C)OC(=O)C[C@H]1C/C=C\C[C@@H](CC(=O)N(CCO)Cc2ccccc2)C(=O)N[C@H](Cc2c[nH]c3ccccc23)COC1=O
    1	1	-14	8	2	3	10	0	-0.5
CC1(C)CC(O)CC(C)(C)N1CC(O)COCc1ccccc1 (centres undefined)
    3	-1	1	-14	-4	-25	7	-1	1.7
C=CCNC(=O)NC(=O)CN1C(=O)NC(c2ccccc2)(c2ccccc2)C1=O
    -2	5	15	-5	0	0	7	5	-0.3
